Apaf1 inhib = inhibitors of human Apaf-1 apoptosome. reconstituted apoptosome caspase-3 activity, DEVD-Rh110 fluorescence. 330,000 compounds, 0.71% hits. inhibition, % at 20 µM. AID 489030; active = inhibition of at least 40% at 20 µM;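 note: plate controls were DMSO wells for no effect and DEVD-CHO caspase inhibitor wells for full effect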
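Material: reconstituted apoptosome with Apaf-1, cytochrome c, caspase-9, procaspase-3, dATP. Technique: Rh110 fluorescence intensity. Buffer or medium: pH 7.5 Hepes buffer with CHAPS, BSA, DTT. Times: 30 min plus 50 min, RT.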
SENP1 inh = blocks the human SENP1 SUMO protease catalytic domain; 360,000 compounds, 0.21% hits; Q9P0U3; AID 624204; inhibition, % at 10 µM; recombinant SENP1 catalytic domain, CyPet-SUMO1-YPet FRET cleavage;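 active = inhibition at least 30% at 10 µM, raw YFP signal under a set limit, fluorescence ratio 0.5 to 1.5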;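 note: 0% = enzyme with DMSO and 100% = no enzyme wells; some results filed as inactive read as strong as hits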
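material = recombinant human SENP1 catalytic domain, His6-tagged | quantity = 20 pM enzyme | reagent = 25 nM SUMO1 FRET substrate | compound dosing = 10 µM single point, 0.5% DMSO | timing = 50 min enzyme reaction, room temperature, light-protected | detection = FRET, CFP and YFP emission | control set = no-enzyme low, enzyme-DMSO high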
SENP8 block-1 = inhibitors of human SENP8 protease. Q96LD8. purified SENP8, Z-RLRGG-aminoluciferin cleavage, luminescence. inhibition, % at 10 µM. 330,000 compounds, 1.2% hits. AID 2540; in the data active = inhibition above about 50%
SENP7 inh = blocks the human protease SENP7. recombinant SENP7, Z-RLRGG-aminoluciferin luminescence, 40 min. Q9BQF6. 330,000 compounds, 1.5% hits. inhibition, % at 5 µM. AID 434973;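 active = inhibition above about 50% at the single test dose, limit read from the data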;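 note: plate controls were DMSO with enzyme for no effect and no enzyme buffer wells for full effect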
HKDC1 inh = HKDC1 (human) hexokinase inhibition; Q2TB90; recombinant HKDC1, G6PDH/diaphorase resazurin coupled fluorescence; inhibition, % at 20 µM; 340,000 compounds, 0.16% hits;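 active = inhibition above about 35% when tested at 20 µM, limit read from the data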;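 note: plate controls were DMSO wells with enzyme for no effect and DMSO wells lacking enzyme for full effect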
Target sequence (Q2TB90 whole entry, looked up): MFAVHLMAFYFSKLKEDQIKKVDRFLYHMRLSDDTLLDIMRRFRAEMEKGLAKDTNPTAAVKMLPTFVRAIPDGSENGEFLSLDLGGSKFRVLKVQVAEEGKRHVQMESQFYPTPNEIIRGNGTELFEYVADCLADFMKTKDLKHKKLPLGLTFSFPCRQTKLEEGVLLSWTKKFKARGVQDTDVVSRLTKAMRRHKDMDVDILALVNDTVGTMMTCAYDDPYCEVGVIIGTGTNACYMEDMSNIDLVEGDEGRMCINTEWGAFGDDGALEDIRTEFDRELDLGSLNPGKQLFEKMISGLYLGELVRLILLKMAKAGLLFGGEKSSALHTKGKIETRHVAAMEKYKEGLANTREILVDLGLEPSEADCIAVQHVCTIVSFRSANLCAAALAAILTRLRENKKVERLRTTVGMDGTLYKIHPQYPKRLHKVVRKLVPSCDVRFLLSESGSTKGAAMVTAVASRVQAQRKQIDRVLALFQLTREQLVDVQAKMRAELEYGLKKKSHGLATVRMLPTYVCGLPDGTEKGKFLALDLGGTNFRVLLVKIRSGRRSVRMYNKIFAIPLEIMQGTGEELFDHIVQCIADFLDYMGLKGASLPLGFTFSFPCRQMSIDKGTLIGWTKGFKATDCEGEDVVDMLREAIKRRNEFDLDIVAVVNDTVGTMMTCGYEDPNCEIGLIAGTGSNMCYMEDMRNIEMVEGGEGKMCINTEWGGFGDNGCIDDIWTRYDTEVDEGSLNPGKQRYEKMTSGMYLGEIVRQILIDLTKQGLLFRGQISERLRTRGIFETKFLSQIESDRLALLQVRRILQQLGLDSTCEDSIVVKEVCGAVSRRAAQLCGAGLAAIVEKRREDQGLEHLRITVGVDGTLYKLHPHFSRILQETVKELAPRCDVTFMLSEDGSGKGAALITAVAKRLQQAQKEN
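Test system: HK5 enzyme. Quantity: 5 µg/mL HK5 final. Reagent: glucose and ATP substrates. Schedule: 90 min reaction incubation at room temperature, dark. Technique: resazurin-to-resorufin fluorescence via G6PDH and diaphorase coupling, 525/613 nm. Control set: DMSO wells with and without enzyme mix.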
SENP8 block-2 = inhibitors of human SENP8 protease; Q96LD8; recombinant SENP8, Nedd8 substrate fluorescence; inhibition, % at 20 µM; 360,000 compounds, 0.64% hits; AID 602440; in the data active = inhibition mostly above about 40%, no sharp cut-off; inactive = mostly below about 27%
PfG6PD inh = PfG6PD (Plasmodium falciparum) enzyme inhibition | 350,000 compounds, 0.78% hits | inhibition, % at 20 µM | PfGluPho enzyme, NADPH resazurin-diaphorase fluorescence | AID 504690;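 active = inhibition reaching at least a set limit at 20 µM in the primary screen, cut at about 59% in these data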;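 note: 0% = DMSO wells with substrate and 100% = DMSO wells lacking glucose-6-phosphate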
NLRP3 yeast inh = NALP3 inhibition in yeast; 330,000 compounds, 0.39% hits; Yeast reconstituted NLRP3/ASC/caspase-1, beta-gal luminescence, 24 h; inhibition, % at 10 µM; AID 2825;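 active = inhibition of 50% or more; inactive = inhibition below 50%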;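 note: plate controls were induced DMSO wells for no effect and uninduced yeast grown without galactose for full effect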
SENP6 block = SENP6 protease inhibition; Recombinant SENP6 catalytic domain, aminoluciferin luminescence; inhibition, % at 10 µM; 330,000 compounds, 1.8% hits; AID 2599;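 active = inhibition above about 50% at the single tested dose, limit read from the data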;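 note: plate controls were DMSO wells with enzyme for no effect and DMSO wells lacking enzyme for full effect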
* = called active by the depositor; i = inactive; / = not tested or not shown. This is a random part of the collection; overall some 4.1% were active at least once.

SMILES	Apaf1 inhib	SENP1 inh	SENP8 block-1	SENP7 inh	HKDC1 inh	SENP8 block-2	PfG6PD inh	NLRP3 yeast inh	SENP6 block
O=C1C2Sc3[nH]c(=O)sc3C(c3ccccc3)C2C(=O)N1c1ccccc1 (stereo unspecified)	10	10	5	-1	0	31	-23	8	-37
O=C(NCc1ccco1)C1CCCN(S(=O)(=O)c2cccc3nsnc23)C1 (stereo unspecified)	7	2	1	-4	-2	15	12	3	-4
O=C(NC1CCCCC1)C1CC(O)CN1C(=O)OCc1ccccc1 (stereo unspecified)	-11	1	0	4	-4	19	2	-2	-3
O=C(CSc1nc(N2CCOCC2)nc(N2CCOCC2)n1)Nc1ccc([N+](=O)[O-])cc1	11	2	-10	-16	0	8	11	8	-10
O=C(N/N=C/c1ccccc1)c1ccco1	-3	-1	14	16	4	18	10	8	5
O=C(OCc1nnc(-c2ccccc2)o1)c1ccc(CO)cc1	-4	2	0	-1	-10	10	-17	20	-16
CCNC(=O)CC1SC(=Nc2ccc(Cl)cc2)N(CC)C1=O (stereo unspecified)	-9	3	-8	-5	-9	9	-3	-5	-6
O=C(NNC(=S)NC1CC2C=CC1C2)c1cccnc1 (stereo unspecified)	-9	2	9	2	-2	3	-5	20	-24
NC(=O)C1(N2CCCCC2)CCN(C(=O)NC2CCCCC2)CC1	-5	-2	0	-1	-4	25	-8	-3	-20
COc1ccccc1CN1CCNC(=O)C1CC(=O)N(C)Cc1ccon1 (stereo unspecified)	3	-5	-12	-7	-8	-2	2	-3	3
Cc1ccc2c(c1)c1c(n2CC2COC(C)(C)O2)C(=O)CCC1 (stereo unspecified)	9	1	-11	-3	7	-276	-1	18	-6
COc1ccc(C(=O)N/C(=C\c2cn(C)c3ccccc23)C(=O)NCCCn2ccnc2)cc1OC	-3	0	-6	0	2	-24	3	4	-4
O=C(COC(=O)c1cccs1)Nc1ccc(S(=O)(=O)N2CCOCC2)cc1	4	0	1	-2	13	18	-12	11	10
CC1=C(O)C(=O)C(C2=C(O)C(=O)C(C)=C(O)C2=O)=C(O)C1=O	/	0	/	/	-7	0	-16	/	/
COc1ccc(C(CNC(=O)c2cc(=O)[nH]c3ccccc23)N2CCCC2)cc1 (stereo unspecified)	16	-7	10	7	0	-100	-9	-7	26
Cc1occc1C(=O)NNC(=O)Nc1ccc([N+](=O)[O-])cc1	1	2	-1	1	4	1	6	-5	-4
Cc1nnc(NC(=O)C2CCCC2)s1	2	1	0	-4	-2	10	-1	24	-12
CCOC(=O)C1Cc2ccccc2C(=O)O1 (stereo unspecified)	-19	0	-6	0	8	8	-2	-1	-26
CSc1nnc2c(n1)OC=Nc1ccccc1-2	2	0	-21	0	-1	14	-16	7	0
COCCOc1ccc(C(F)(F)F)cc1NC(=O)CN1C(=O)NC2(CCCc3ccccc32)C1=O (stereo unspecified)	15	-1	-1	8	8	13	9	14	0
CCCc1nn(C)c2c(=O)[nH]c(-c3cc(S(=O)(=O)N4CCN(C)CC4)ccc3OCC)nc12	0	-4	1	0	-3	-3	4	11	-6
O=C(Cc1ccc(Cl)cc1)NNC1CC(=O)N(c2ccc3ccccc3c2)C1=O (stereo unspecified)	4	1	2	0	0	21	-2	12	-2
CCOC(=O)COc1coc(CN2CCN(c3ccccc3)CC2)cc1=O	3	1	-5	2	-8	-3	-5	12	14
NS(=O)(=O)c1ccc(CCNS(=O)(=O)c2ccc(Cl)s2)cc1	-9	-1	13	-6	5	11	22	-2	0
CN(C)CCCN(C(=O)C1=COCCO1)c1nc2ccc(Br)cc2s1	6	1	10	-3	-4	5	27	21	1
O=c1c[n+]([O-])c2ccccc2n1OCc1ccccn1	-12	1	-7	-3	-4	-100	0	-5	-12
COC(=O)c1sc(NC(=O)CSc2nnnn2C)nc1C	1	1	-8	-1	-1	4	12	7	-10
CCN(c1ccccc1)S(=O)(=O)c1ccc(Cl)c(NC(=O)CNC(C)c2ccccc2)c1 (stereo unspecified)	15	2	7	-1	7	18	-5	11	-13
Cc1cc([N+](=O)[O-])nn1CC(=O)N(C)Cc1ccccc1	-11	3	-1	-12	2	11	-2	14	2
O=C(c1cccc(Br)c1)N1CCN(c2ccccn2)CC1	2	2	4	11	0	12	-9	5	-12
COC(=O)[C@H]1C2CCC(C(=O)OC)(CC2)[C@H]1C(=O)OC	3	1	-2	5	-2	10	-7	15	-10
CC(=O)Nc1sc(C)c(C)c1C(=O)OCC(=O)N(C)C1CCS(=O)(=O)C1 (stereo unspecified)	12	2	-4	-11	-6	-14	4	14	-37
O=C(O)c1ccccc1C(=O)Nc1ccc(-n2ccc(C(F)(F)F)n2)cc1	-2	3	-3	3	1	12	-19	17	-14
Cc1cc(-c2ccc(C)c(S(=O)(=O)N3CCN(c4ccc([N+](=O)[O-])cc4)CC3)c2)on1	-2	-7	1	6	-4	28	-3	-3	-16
CSc1nsc(/C=C/Nc2ccc(F)cc2F)c1C#N	9	-20	5	-10	-3	-99	-8	-9	-5
Cc1c(-c2csc(N)n2)cnn1C	-6	0	-1	-15	2	1	12	9	-25
CC1(C)CC(=O)C2=C(C1)OC1=C(C(=O)CC(C)(C)C1)C2(C)C	-6	/	-3	9	/	/	/	14	5
O=C(CC(C(=O)O)c1ccccc1)Nc1ccccc1 (stereo unspecified)	7	2	-9	-5	-12	5	3	6	-18
CCOC(=O)CC1(NC(=O)C2CCC(=O)N(CCc3ccccc3)C2)CCCCC1 (stereo unspecified)	3	-1	-2	-3	-2	6	1	14	2
COc1ccc(N=NC2=C(O)CC(C)(C)CC2=O)c(OC)c1	7	69*	1	-2	3	22	2	8	2
Cc1cc(=O)[nH]c2nnnn12	-3	3	0	-1	8	23	-15	13	-31
CCN1C(=O)[C@H]2[C@@H](c3ccc(C)cc3)N3C(=O)N(c4ccc(C(F)(F)F)cc4)C(=O)[C@@]3(Cc3ccccc3)[C@H]2C1=O	13	0	3	4	7	7	10	14	-4
CN1CCN(S(=O)(=O)c2cccc(C(=O)Nc3ccccc3N3CCCC3)c2)CC1	2	0	5	1	-10	19	4	6	-10
COc1cccc(N2C(C(C)=O)=NN(c3ccccc3)C2c2ccc(N3CCOCC3)cc2)c1 (stereo unspecified)	12	-29	0	14	-2	-27	10	7	7
O=C(CSc1nc2ccccc2o1)NC1CCS(=O)(=O)C1 (stereo unspecified)	-1	0	0	-7	-5	10	-3	12	4
CNNC(=S)Nc1cccc(SC)c1	4	2	-4	2	-2	27	-5	8	-9
O=S(=O)(c1ccc(F)cc1)N1CCN(c2ccccn2)CC1	9	4	7	2	-7	5	-11	10	-21
CC1=C(C(=O)OC2CCCCC2)C(c2ccc(F)cc2)NC(=O)N1 (stereo unspecified)	20	2	-1	-3	2	14	15	14	-19
Cn1nc(C(F)(F)F)c(/C=N/OC(=O)c2ccccc2)c1Cl	7	7	4	-1	3	7	9	8	-2
O=C(CC1C(=O)NCCN1Cc1ccccc1)NC1CCCCCC1 (stereo unspecified)	-4	-16	5	8	-1	-32	-3	3	-22
O=C(c1ccccc1)N(Cc1ccco1)C1CCS(=O)(=O)C1 (stereo unspecified)	-1	1	-6	3	-5	12	-9	3	-9
CCC(=O)Nc1nc(C)cc(SCC(=O)OC)n1	-6	3	-4	6	5	8	-3	-1	-8
CC1=NNC(=O)/C1=C\c1cn(-c2ccccc2)nc1-c1ccc(F)cc1	/	0	/	/	17	13	5	/	/
CCOCCCNC(=O)CSCc1nc(-c2ccc(SC)cc2)oc1C	-10	-3	1	-5	-1	-68	-1	10	1
CCc1nc(NCCC(C)C)c(C#N)c2c1CCCC2	18	-1	-6	-5	-2	i	0	-3	0
CCOC(=O)C1(S(=O)(=O)c2ccccc2)CCN(Cc2ccccc2)CC1	4	-2	-7	-8	-4	16	19	11	-7
CC(=O)C1C(c2ccc(F)cc2)c2c(noc2C)CC1(C)O (stereo unspecified)	-21	1	-1	9	-2	21	-6	-3	-8
Cc1ccc(C)c(NC(=O)Nc2ccc3c(c2)OCO3)c1	9	3	2	30	-1	5	8	13	17
Cc1ccc(C(=O)NCCN2C3=NC[C@@H](Cc4ccccc4)N3C[C@H]2Cc2ccc(O)cc2)cc1Br	32	2	-9	10	6	11	-6	6	-24
CCCc1ccc2oc(C(=O)N(C)Cc3nccs3)c(C)c2c1	26	2	1	2	1	0	-2	35	2

Printed as active in SENP1 inh (from the list above):
Molecule	SENP1 inh	SENP7 inh	HKDC1 inh	PfG6PD inh	NLRP3 yeast inh	SENP6 block
COc1ccc(N=NC2=C(O)CC(C)(C)CC2=O)c(OC)c1	69*	-2	3	2	8	2

Next section
SMILES	Apaf1 inhib	SENP1 inh	SENP8 block-1	SENP7 inh	HKDC1 inh	SENP8 block-2	PfG6PD inh	NLRP3 yeast inh	SENP6 block
Cc1ccc(C)c(S(=O)(=O)Nc2ccc(C(=O)N3CC(C)OC(C)C3)cc2)c1 (stereo unspecified)	-8	3	5	4	3	15	1	8	-15
CCN(CC)S(=O)(=O)c1ccc(NC(=O)c2cccc3c2C(=O)N(CCOC)C3)cc1	16	1	4	2	0	15	5	0	15
Cc1nc2ncnn2c(Nc2ccc3c(c2)OCO3)c1Cc1ccccc1	-7	-1	7	7	-8	11	-9	13	8
Cc1cc(N2CCOCC2)ccc1/C=C1\NC(=O)N(CC(=O)Nc2ccccc2C)C1=O	3	-22	-1	-8	-1	-150	2	0	8
COc1ccccc1CCC(=O)N1CCN(S(=O)(=O)c2cc(C(F)(F)F)ccc2Cl)CC1	30	1	-2	-8	1	16	9	4	0
CC(=O)c1cccc(NS(=O)(=O)c2ccc(N/C=C/C(=O)c3ccc(F)cc3)cc2)c1	3	-56	6	8	-7	-346	12	7	18
CCC(=O)N1c2ccc(S(=O)(=O)N3CCOCC3)cc2CC1C (stereo unspecified)	12	3	1	-1	-5	7	-12	14	-2
COc1ccc(-c2cn(CCC(=O)NCc3ccc(C)cc3)c(-c3ccncc3)n2)cc1	6	0	-5	5	-7	-445	3	-8	-15
COc1ccc(C)cc1NC(=O)Cn1c(=O)oc2ccccc21	4	0	4	-3	-8	10	0	17	-12
COc1ccc(CNC(=O)C2CCCN2CCc2ccccc2)cc1OC (stereo unspecified)	-9	0	5	-2	-1	13	3	13	-4

Profiles from above:
COc1ccc(CNC(=O)C2CCCN2CCc2ccccc2)cc1OC (stereo unspecified) in the list: Apaf1 inhib = -9; SENP1 inh = 0; SENP8 block-1 = 5; SENP7 inh = -2; HKDC1 inh = -1; SENP8 block-2 = 13; PfG6PD inh = 3; NLRP3 yeast inh = 13; SENP6 block = -4
CCC(=O)N1c2ccc(S(=O)(=O)N3CCOCC3)cc2CC1C (stereo unspecified) in the list: Apaf1 inhib = 12; SENP1 inh = 3; SENP8 block-1 = 1; SENP7 inh = -1; HKDC1 inh = -5; SENP8 block-2 = 7; PfG6PD inh = -12; NLRP3 yeast inh = 14; SENP6 block = -2

Compound activity as filed in PubChem BioAssay.
